High-throughput results as filed in PubChem.
SIAH1 antagonists – Siah-1 peptide-binding antagonists, primary screen, biochemical, fluorescence polarization, rhodamine-plectin, uHTS (AID 1817). E3 ubiquitin-protein ligase SIAH1 (Homo sapiens). Siah-1 / rhodamine-plectin peptide fluorescence polarization; higher % means a stronger effect. displacement, % at 20 µM; hits with a dose series show IC50 in µM. hit rate 0.02% among 290,000;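 active = displacement of at least 50% at 20 µM, with a fluorescence ratio check between 0.3 and a set limit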;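 also: plate controls were Siah plus tracer with DMSO for no effect and tracer alone without Siah for full effect; strong numbers were not always called active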
HIV peptide binding – inhibitors of HIV fusion peptide binding, primary screen, biochemical, uHTS, fluorescence dequenching (AID 1986) | inhibition, % at 20 µM; hits with a dose series show IC50 in µM | hit rate 0.3% among 290,000 | cell-free peptide binding, fluorescence dequenching, 30 min; higher % means a stronger effect; in the data active = inhibition mostly above about 52%, no sharp cut-off; inactive = mostly below about 76%; also: some results filed as inactive read as strong as hits
NS5 inhibitors – Dengue-2 NS5 methyltransferase inhibitors, primary screen, biochemical, confirmation dose response (AID 588689); Genome polyprotein (Dengue virus type 2 (strain 16681-PDK53)); Dengue-2 NS5 methyltransferase capping enzyme assay, biochemical; higher % means a stronger effect; inhibition, % at 25 µM, or IC50 in µM where a hit was titrated; hit rate 0.3% among 340,000; in the data active = a potency from the dose series; inconclusive = inhibition above about 29% without an active follow-up result
Myeloid diff 2 – induction of myeloid progenitor differentiation, primary screen, cell-based, flow cytometry, MLPCN library. hit rate 1% among 360,000. calls only at 10 µM. ER-HoxA9 myeloid progenitors, lysozyme-GFP differentiation;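 active = normalized GFP-positive differentiation at or above the plate's own cutoff, the solvent-only control mean plus 3 SD; inconclusive = no clear call, values can overlap the other calls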;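 also: cells exposed to compound for four days before flow analysis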
HEK293 NOD2/NF-kB – NOD2 signaling inhibitors, cell-based, luminescence, uHTS, HEK293 (AID 1566) | hit rate 0.63% among 290,000 | HEK293 NOD2/NF-kB luciferase reporter, luminescence; higher % means a stronger effect | inhibition, % at 4 µM; hits with a dose series show EC50 in µM; also: many of its hits are not listed in these tables
XIAP antagonists – XIAP antagonists, biochemical, IAP family, fluorescence polarization (AID 1018); XIAP BIR domain, fluorescence polarization peptide displacement; higher % means a stronger effect; one-dose displacement, % at 20 µM; IC50 in µM for titrated hits; E3 ubiquitin-protein ligase XIAP (Homo sapiens); hit rate 0.007% among 200,000; in the data active = displacement above about 50%; also: a part of the inactive calls stands beside numbers as strong as those of hits
AID2073 – inhibitors of Mint1-CaV2.2 protein interaction, biochemical, HTRF (AID 2073); Voltage-dependent N-type calcium channel subunit alpha-1B (Homo sapiens); hit rate 0.19% among 290,000; HTRF protein-protein interaction, Mint1-CaV2.2; higher % means a stronger effect; inhibition, % at 20 µM, or IC50 in µM where a hit was titrated; in the data active = inhibition mostly above about 51%, no sharp cut-off; inconclusive = no clear call, values can overlap the other calls; inactive = mostly below about 53%; also: some results filed as inactive read as strong as hits
LYP phosphatase – inhibitors of LYP phosphatase, biochemical, fluorescence intensity, uHTS (AID 1779) | Tyrosine-protein phosphatase non-receptor type 22 (Homo sapiens) | recombinant LYP phosphatase, fluorescence intensity; higher % means a stronger effect | inhibition, % at 11.5 µM; hits with a dose series show IC50 in µM | hit rate 0.054% among 290,000;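 also: plate controls were vehicle with enzyme for no effect and no enzyme for full effect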
Lipid droplet – inhibitors of hepatocyte lipid droplet formation, primary screen, imaging, high-throughput imaging, BODIPY stain | AML12 mouse hepatocytes, oleate lipid droplets | inhibition, % at 6.5 µM | hit rate 0.4% among 240,000 | AID 1656, 2009;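 active = lipid droplet intensity inhibited by at least 50%, with more than 500 cells counted; inconclusive = wells with under 300 cells, treated as cytotoxic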
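Assay system: AML12 mouse liver cells | Compound: 6.5 µM single-point dosing | Schedule: Overnight exposure | Technique: Fluorescence imaging, 20x objective, two fields per well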
Lipid droplet cells 6.5 µM – also measured in Lipid droplet; calls as there; cell count; measured here: cell count, cytotoxicity flag;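 cells counted across two imaged fields per well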
NS5 inhibitors pilot replicate – recorded beside NS5 inhibitors, whose call it bears; inhibition, %; measured here: pilot screen replicate inhibition
Myeloid diff 2 GFP+ MAC1+ % – second read-out of Myeloid diff 2, no call of its own (marks repeat the call); GFP+ MAC1+ double positive, %; measured here: differentiation confirmed by MAC1 staining
The depositor's hits bear a star. Rule as the data show it, unless noted: active = inhibition above about 50%; inactive = the rest.

What do the screens show for `CC(=O)N1c2ccc(S(=O)(=O)N3CCC(C(=O)NC4CCC(C)CC4)CC3)cc2CC1C` (configuration not stated)?
SIAH1 antagonists: 5.8%; HIV peptide binding: -0.3%; NS5 inhibitors: -2.6%; Myeloid diff 2: inactive; HEK293 NOD2/NF-kB: -11.3%; AID2073: -4.2%; LYP phosphatase: -9.5%; Lipid droplet: 6.2; Lipid droplet cells 6.5 µM: 721; Myeloid diff 2 GFP+ MAC1+ %: 2.0

How did COc1ccc(OC/C(O)=C(\C#N)c2nc3ccccc3[nH]2)cc1 do in these assays?
SIAH1 antagonists: 2.7%; HIV peptide binding: 2.3%; NS5 inhibitors: -11.8%; Myeloid diff 2: inactive; HEK293 NOD2/NF-kB: 5.8%; XIAP antagonists: -2.9%; AID2073: 17.5%; LYP phosphatase: 1.3%; Lipid droplet: 4.0; Lipid droplet cells 6.5 µM: 617; Myeloid diff 2 GFP+ MAC1+ %: 0.7

How did CCN(CC)S(=O)(=O)c1ccc(C(=O)Nc2nnc(CSC)o2)cc1 do in these assays?
SIAH1 antagonists: 8.6%; HIV peptide binding: 4.2%; NS5 inhibitors: -11.8%; Myeloid diff 2: inactive; HEK293 NOD2/NF-kB: 9.0%; XIAP antagonists: -0.8%; AID2073: 6.8%; LYP phosphatase: -0.5%; Lipid droplet: -0.1; Lipid droplet cells 6.5 µM: 721; Myeloid diff 2 GFP+ MAC1+ %: 0.7

How did O=c1c2c(nc3nc(Cc4ccccc4)[nH]n13)CCC2 do in these assays?
SIAH1 antagonists: -7.1%; HIV peptide binding: -1.9%; NS5 inhibitors: -8.7%; Myeloid diff 2: inactive; HEK293 NOD2/NF-kB: 0.4%; XIAP antagonists: -1.6%; AID2073: -1.6%; LYP phosphatase: -4.1%; Lipid droplet: 1.8; Lipid droplet cells 6.5 µM: 742; Myeloid diff 2 GFP+ MAC1+ %: 1.3

How did COc1ccc(N2CCN(C(=O)c3cn(C)c4ccc(S(=O)(=O)N5CCOCC5)cc4c3=O)CC2)cc1 do in these assays?
SIAH1 antagonists: 9.2%; HIV peptide binding: -0.9%; NS5 inhibitors: -1.8%; Myeloid diff 2: inactive; HEK293 NOD2/NF-kB: 1.8%; AID2073: -1.6%; LYP phosphatase: -4.9%; Lipid droplet: -3.7; Lipid droplet cells 6.5 µM: 734; Myeloid diff 2 GFP+ MAC1+ %: 1.8

What do the screens show for `COc1cc(C2C(C#N)=C(C)NC3=C2C(=O)CC(C)(C)C3)ccc1O` (configuration not stated)?
SIAH1 antagonists: -6.4%; HIV peptide binding: -2.3%; NS5 inhibitors: 8.6%; Myeloid diff 2: inactive; HEK293 NOD2/NF-kB: -7.9%; XIAP antagonists: -2.3%; AID2073: -3.2%; LYP phosphatase: 7.2%; Lipid droplet: 4.7; Lipid droplet cells 6.5 µM: 601; Myeloid diff 2 GFP+ MAC1+ %: 1.0

How did Cc1ccc(NC(=O)Cc2ccc(F)cc2)cc1 do in these assays?
SIAH1 antagonists: 3.2%; HIV peptide binding: 0.6%; NS5 inhibitors: -4.1%; Myeloid diff 2: inactive; HEK293 NOD2/NF-kB: -1.7%; XIAP antagonists: -3.9%; AID2073: 7.3%; LYP phosphatase: -5.2%; Lipid droplet: 2.1; Lipid droplet cells 6.5 µM: 771; Myeloid diff 2 GFP+ MAC1+ %: 5.1

Results for COCCCN1C(=O)c2[nH]nc(-c3ccccc3O)c2C1c1cccc(Cl)c1 (configuration not stated) ?
SIAH1 antagonists: 0.7%; HIV peptide binding: -1.6%; NS5 inhibitors: -1.6%; Myeloid diff 2: inactive; HEK293 NOD2/NF-kB: -14.3%; XIAP antagonists: -8.8%; AID2073: 10.3%; LYP phosphatase: -0.5%; Myeloid diff 2 GFP+ MAC1+ %: 0.6

What do the screens show for `CC1CC(C)CN(C(=O)c2ccc(C#N)cc2)C1` (configuration not stated)?
SIAH1 antagonists: -6.2%; HIV peptide binding: -2.2%; NS5 inhibitors: -2.2%; Myeloid diff 2: inactive; HEK293 NOD2/NF-kB: 1.2%; XIAP antagonists: 2.8%; AID2073: -1.8%; LYP phosphatase: -3.3%; Lipid droplet: -2.4; Lipid droplet cells 6.5 µM: 681; Myeloid diff 2 GFP+ MAC1+ %: 0.7

Results for Cc1nc(N2CCN(S(=O)(=O)c3ccccc3)CC2)c2cc(-c3ccccc3)sc2n1 ?
SIAH1 antagonists: -0.8%; HIV peptide binding: -0.1%; NS5 inhibitors: -2.0%; HEK293 NOD2/NF-kB: -2.9%; XIAP antagonists: -5.8%; AID2073: 21.7%; LYP phosphatase: -3.6%; Lipid droplet: -32.2; Lipid droplet cells 6.5 µM: 781

How did COc1cc(NC(=O)c2onc(C)c2Cl)cc(OC)c1OC do in these assays?
SIAH1 antagonists: 4.9%; HIV peptide binding: 0.3%; NS5 inhibitors: -5.2%; Myeloid diff 2: inactive; HEK293 NOD2/NF-kB: 4.6%; AID2073: -1.7%; LYP phosphatase: -6.7%; Lipid droplet: 0.4; Lipid droplet cells 6.5 µM: 862; Myeloid diff 2 GFP+ MAC1+ %: 0.6

What do the screens show for `CN(C)N=Nc1ccc(-c2cn(Cc3ccccc3)cn2)cc1`?
SIAH1 antagonists: -5.5%; HIV peptide binding: -1.1%; NS5 inhibitors: -2.6%; Myeloid diff 2: inactive; HEK293 NOD2/NF-kB: -91.8%; AID2073: -14.0%; LYP phosphatase: -1.8%; Lipid droplet: 17.8; Lipid droplet cells 6.5 µM: 810; NS5 inhibitors pilot replicate: -6.1; Myeloid diff 2 GFP+ MAC1+ %: 2.3

What do the screens show for `O=C(N/N=C\C=C\c1ccc([N+](=O)[O-])o1)c1cccs1`?
SIAH1 antagonists: 22.2%; HIV peptide binding: 50.0%; NS5 inhibitors: -9.8%; Myeloid diff 2: inconclusive; HEK293 NOD2/NF-kB: 31.4%; AID2073: 41.3%; LYP phosphatase: -1.6%; Lipid droplet: -37.7; Lipid droplet cells 6.5 µM: 839

Results for Nc1nnn(Cc2ccccc2)n1 ?
SIAH1 antagonists: -1.6%; HIV peptide binding: 0.3%; NS5 inhibitors: 6.0%; Myeloid diff 2: inactive; HEK293 NOD2/NF-kB: 1.0%; XIAP antagonists: -2.9%; AID2073: 11.5%; LYP phosphatase: -2.6%; Lipid droplet: 1.6; Lipid droplet cells 6.5 µM: 736; Myeloid diff 2 GFP+ MAC1+ %: 0.8

What do the screens show for `CCOC(=O)C1CCCN(S(=O)(=O)c2cc(Br)cc3c2N(C(C)=O)CC3)C1` (configuration not stated)?
SIAH1 antagonists: 11.8%; HIV peptide binding: 0.5%; NS5 inhibitors: 5.7%; Myeloid diff 2: inconclusive; HEK293 NOD2/NF-kB: 2.1%; AID2073: 3.0%; LYP phosphatase: -1.4%

What do the screens show for `CCn1c2ccccc2c2cc(/C=N/NC(=O)c3cccc(C)c3)ccc21`?
SIAH1 antagonists: -2.8%; HIV peptide binding: 22.6%; NS5 inhibitors: 5.7%; Myeloid diff 2: inactive; HEK293 NOD2/NF-kB: -26.8%; XIAP antagonists: -4.9%; AID2073: 16.9%; LYP phosphatase: -1.8%; Myeloid diff 2 GFP+ MAC1+ %: 0.0

What do the screens show for `Cn1cccc1Cc1nnc(SCC(=O)N2CCCCCC2)n1-c1ccc(F)cc1`?
SIAH1 antagonists: -1.1%; HIV peptide binding: 5.2%; NS5 inhibitors: -1.4%; Myeloid diff 2: inactive; HEK293 NOD2/NF-kB: 10.3%; XIAP antagonists: -4.0%; AID2073: 4.3%; LYP phosphatase: -4.8%; Myeloid diff 2 GFP+ MAC1+ %: 3.2

How did Cc1cc(C)cc(N(CC(=O)Nc2c(C)n(C)n(-c3ccccc3)c2=O)S(C)(=O)=O)c1 do in these assays?
SIAH1 antagonists: -3.4%; HIV peptide binding: 1.6%; NS5 inhibitors: -4.9%; Myeloid diff 2: inactive; HEK293 NOD2/NF-kB: 13.9%; XIAP antagonists: -2.6%; AID2073: 1.7%; LYP phosphatase: -8.5%; Myeloid diff 2 GFP+ MAC1+ %: 0.7

How did COc1ccccc1CNC(=O)C(=O)NCC1OCCN1S(=O)(=O)c1cccs1 (configuration not stated) do in these assays?
SIAH1 antagonists: 3.2%; HIV peptide binding: 1.0%; NS5 inhibitors: -0.8%; Myeloid diff 2: inactive; HEK293 NOD2/NF-kB: 22.8%; AID2073: 0.6%; LYP phosphatase: -3.7%; Lipid droplet: -7.0; Lipid droplet cells 6.5 µM: 714; Myeloid diff 2 GFP+ MAC1+ %: 1.4

Results for Cc1c(C(=O)O)sc(S(=O)(=O)N2CCNCC2)c1C(=O)O ?
SIAH1 antagonists: -4.4%; HIV peptide binding: -0.5%; HEK293 NOD2/NF-kB: -17.3%; AID2073: 2.4%; LYP phosphatase: -3.7%; Lipid droplet: -11.4; Lipid droplet cells 6.5 µM: 748

How did OCc1nc2ccccc2n1C/C=C/c1ccccc1 do in these assays?
SIAH1 antagonists: -1.6%; HIV peptide binding: 1.6%; NS5 inhibitors: -6.3%; Myeloid diff 2: inactive; HEK293 NOD2/NF-kB: 8.8%; XIAP antagonists: -3.9%; AID2073: -3.5%; LYP phosphatase: -11.1%; Myeloid diff 2 GFP+ MAC1+ %: 0.4

Results for COC(=O)Cn1c(=NC(=O)c2ccc(Cl)s2)sc2cc(F)ccc21 ?
SIAH1 antagonists: -3.5%; HIV peptide binding: -1.4%; NS5 inhibitors: -9.5%; Myeloid diff 2: inactive; HEK293 NOD2/NF-kB: -7.6%; XIAP antagonists: -8.1%; AID2073: 8.2%; LYP phosphatase: -9.5%; Lipid droplet: 16.8; Lipid droplet cells 6.5 µM: 711; Myeloid diff 2 GFP+ MAC1+ %: 1.7

How did Cc1ccc(-c2c(C(=O)O)c3ccccc3[nH]c2=O)cc1 do in these assays?
SIAH1 antagonists: 0.2%; HIV peptide binding: 2.5%; NS5 inhibitors: -4.8%; Myeloid diff 2: inactive; HEK293 NOD2/NF-kB: 2.1%; AID2073: 5.3%; LYP phosphatase: 1.9%; Lipid droplet: -3.0; Lipid droplet cells 6.5 µM: 685; Myeloid diff 2 GFP+ MAC1+ %: 0.4

The list is partial; rates above refer to the full screens.
